Screening data: PubChem, National Center for Advancing Translational Sciences (NCATS)
SMN2 splice up – SMN2 splice variant enhancement | Potency, µM (series often up to 46.1 µM), without a hit: top-dose activity change, positive = activation, most hits filed as activators | 2.8% of 210,000 active | HEK293 SMN2-luciferase splicing reporter, luminescence, 30-36 h | AID 1458; also: potency is read from the fitted curve at half-maximal effect; % of control where 0% means no effect; nearly all actives have a fitted effect of over 55% in size
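HEK293 cells carry an SMN2 […]–luciferase reporter in which exon 7 inclusion puts luciferase in frame. Cells were plated 10-12 h before compound addition, then incubated 30-36 h at 37C. ONE-Glo luminescence was read; sodium butyrate at 4.5 mM final served as control.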
IMPase Li cell – IMPase inhibition in cells with lithium potentiation; 0.35% of 210,000 active; Potency, µM (titrated, usually from 59.4 µM), without a hit: top-dose activity, negative = IMPase inhibition, usual class: inhibitors; CHO-M1 cells, IP1 TR-FRET (IP-One), carbachol + lithium; AID 1457;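 also: IP1 builds up when IMPase is blocked and the TR-FRET signal falls; potency is read from the fitted curve at half-maximal effect; plate controls were basal vehicle for no effect and high inhibitor control for full effect; nearly all actives have a fitted effect of over 50% in size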
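CHO-M1, 2000 cells/well, 16–30 h culture; cpd + low Li+, 30 min 37C; lysis with d2-IP1/Eu-anti-IP1 Ab, 10 min RT; TR-FRET 665/620 ratio and 620 channel; AC50 via Hill.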
Lamin A splicing – changes lamin A minigene splicing in HeLa cells; HeLa LMNA splicing GFP/RFP minigene ratio, 48 h; Potency, µM (highest dose often 46.1 µM), without a hit: at the top dose ratio change, negative = inhibition, most hits filed as inhibitors; 0.01% of 200,000 active; active = well fitted inhibition curve with a large enough effect in the signal ratio, with a control signal flat, not every such curve was filed as active; inconclusive = small, poorly fitted or top-dose-only effect, or effect the other way, or a change in a side signal; the % refers to the signal ratio; also: potency is read from the fitted curve at half-maximal effect; % is scaled to controls: 0 for no effect and ±100 for the full control effect
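S3 HeLa stable clones carrying a lamin A-EGFP splicing minigene plus DsRed2 were seeded at 600 cells/well in Opti-MEM with 2% FBS, pin-dosed and incubated 48 h at 37°C. Acumen cytometry (488 nm) gave the GFP/RFP total-intensity ratio.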
HTT ATP protect – Huntington cell model cytoprotection by ATP luminescence; 0.14% of 230,000 active; AID 1471; PC12 HTT-Q103 induced, cytoprotection, ATP luminescence, 40 h; Potency, µM (series often up to 56.4 µM), inactives show cytoprotection (ATP increase), hits mostly activators;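 also: potency is read from the fitted curve at half-maximal effect; % of control where 0% means no effect; nearly all actives have a fitted effect of over 45% in size; toxic huntingtin expression switched on by the ecdysone agonist tebufenozide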
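Huntington model: PC12 line, ecdysone-inducible HTTQ103 exon1–GFP, tebufenozide 100 nM. Test articles in a dose series. Endpoint luminescence from cellular ATP.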
CBFb RUNX1 block – CBF-beta/RUNX1 interaction disruption; Q01196+Q13951; AlphaScreen CBFb-His/RUNX1-biotin binding, biochemical; Potency, µM (titrated, usually from 59.8 µM), without a hit: at the top dose activity, negative = inhibition, hits mostly inhibitors; 230,000 tested, under 10 active; also: % of control where 0% means no effect
Target sequence (Q01196 whole entry, looked up): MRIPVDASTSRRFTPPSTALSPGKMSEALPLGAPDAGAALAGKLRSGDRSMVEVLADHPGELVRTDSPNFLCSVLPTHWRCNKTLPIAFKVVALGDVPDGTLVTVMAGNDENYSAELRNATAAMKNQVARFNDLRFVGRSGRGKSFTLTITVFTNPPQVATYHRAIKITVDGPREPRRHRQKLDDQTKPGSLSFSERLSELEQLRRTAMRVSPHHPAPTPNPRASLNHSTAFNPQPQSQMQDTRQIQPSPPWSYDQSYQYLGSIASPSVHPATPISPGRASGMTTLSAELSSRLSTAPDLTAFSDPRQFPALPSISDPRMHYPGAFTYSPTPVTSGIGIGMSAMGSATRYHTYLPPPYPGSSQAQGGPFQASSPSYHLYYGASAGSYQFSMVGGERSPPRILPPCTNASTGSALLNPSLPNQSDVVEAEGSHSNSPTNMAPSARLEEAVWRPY
Target sequence (Q13951 whole entry, looked up): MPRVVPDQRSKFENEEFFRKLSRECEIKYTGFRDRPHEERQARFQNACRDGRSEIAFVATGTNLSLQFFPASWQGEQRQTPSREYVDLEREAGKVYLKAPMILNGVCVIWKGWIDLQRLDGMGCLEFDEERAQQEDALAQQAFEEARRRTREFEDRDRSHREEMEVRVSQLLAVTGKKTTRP
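Interaction loss through any mechanism counts as activity. Pre-formed complex of His-CBF-beta and biotin-RUNX1 (30 nM apiece) is incubated with compound 15 min, then with 50 ng nickel and 50 ng streptavidin beads for 90 min before AlphaScreen detection.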
HTT aggregate – reduces HttQ103-GFP aggregates in PC12 cells; PC12 HttQ103-GFP aggregates, Acumen cytometry, 40 h; Potency, µM (top dose mostly 46.1 µM), for inactives: at the highest dose activity change, negative = inhibition, usual class: inhibitors; 1.1% of 220,000 active; also: potency is read from the fitted curve at half-maximal effect; % is scaled to controls: 0 for no effect and ±100 for the full control effect; nearly all actives have a fitted effect of over 60% in size
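Multiplexed with ATP-based cell death, this channel scores GFP aggregates in PC12 cells expressing inducible HTTex1-Q103-GFP. Induction used 100 nM tebufenozide; compounds were tested in concentration series.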
Luc counter – counter-screen: inhibitors of Kinase-Glo firefly luciferase; Q27757; Potency, µM (series often up to 38.3 µM), inactives show at the top dose activity change, negative = inhibition, usual class: inhibitors; 0.28% of 200,000 active; AID 1379; Kinase-Glo luciferase, ATP luminescence, 8 min; also: potency is read from the fitted curve at half-maximal effect; % is scaled to controls: 0 for no effect and ±100 for the full control effect; nearly all actives have a fitted effect of over 60% in size
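Compounds were added to a substrate mix at pH 7.2 (50 mM imidazole, 10 uM ATP, within the enzyme's linear range), followed by Kinase-Glo detection reagent; luminescence was measured after 8 minutes at ambient temperature.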
Active calls of the source: *; ? = inconclusive; · = no result given; [ ] = dose if it differs, or a comment. Unless noted, calls follow the shape of the dose curve; as a rule, active = well fitted curve in the direction sought with a large enough effect; inconclusive = small, poorly fitted or top-dose-only effect, or another doubt; inactive = no such curve, though single readings can be large; an effect the other way counts as inactive or inconclusive. An unsorted share of the library (roughly 4% active in at least one column).

SMILES	SMN2 splice up	IMPase Li cell	Lamin A splicing	HTT ATP protect	CBFb RUNX1 block	HTT aggregate	Luc counter
CC(C)c1cc(NC(=O)CSc2nnc(-c3ccccc3F)n2C)on1	-22%	3%[38.3 µM]	5%	-6%[0.074 µM]	1%	-5%	-2%
CC(CC(=O)c1cccs1)CC(=O)c1cccs1	?	8%	-3%	13%[10 µM]	-6%	6%	-3%
CC(C)(C)S(=O)(=O)c1cnc(N2CCCC2)nc1N	·	·	·	1%[10 µM]	6%	16%[9.22 µM]	·
CNS(=O)(=O)c1ccc(NS(=O)(=O)c2ccccc2F)cc1	4%	-5%	?	-28%	4%	-3%	1%
CN(C)c1ccc(Nc2nc(-c3cccnc3)cs2)cc1	16µM*	-1%[38.3 µM]	10%	-114%[inhibitor]	?	-9%	-16%
CCCNc1ccc(C(=O)OCC)cc1[N+](=O)[O-]	-11%	8%	·	-203%[inhibitor]	-24%	?	-1%
Cc1cc(Cl)c(S(=O)(=O)N(C)C)cc1OCC(N)=O	-24%	12%	-6%	-3%[1.9 µM]	13%	-16%	-3%
O=C(O)/C=C\C=C/c1ccc2c(c1)OCO2	-7%[9.22 µM]	2%	·	-6%[10 µM]	·	·	-2%[7.66 µM]
Cn1c(=O)c2c(ncn2CC(=O)N/N=C/c2ccco2)n(C)c1=O	3%	-7%	-10%	-26%[10 µM]	2%	-6%	-3%
CC(C)c1cc(C(=O)O)on1	-3%	-32%[38.3 µM]	1%	-5%[10 µM]	-6%	1%	0%
COC(=O)CN(c1cccc(OC)c1)S(C)(=O)=O	-17%	-24%[38.3 µM]	1%	1%	2%	13%	-6%
CC(=O)c1c(O)cc(O)cc1O	-16%	5%	1%	·	·	·	0%
CCN(CC)c1ccc(/C=N/Nc2nc(C)cc(C)n2)c(O)c1	-70%[inhibitor]	-6%	?	-9%[10 µM]	1%	?	-2%
CCOC(=O)C1CCN(C(=O)CNS(=O)(=O)c2ccc(Br)s2)CC1	-21%	1%[38.3 µM]	7%	7%	3%	16%	-4%
Oc1ccc2ccccc2c1CN1CCN(c2ccccc2)CC1	2%	22%[38.3 µM]	-1%	-20%	8%	?	-5%

Some of the entries above, set out differently.
CCN(CC)c1ccc(/C=N/Nc2nc(C)cc(C)n2)c(O)c1
  SMN2 splice up: -70%[inhibitor]; IMPase Li cell: -6%; Lamin A splicing: ?; HTT ATP protect: -9%[10 µM]; CBFb RUNX1 block: 1%; HTT aggregate: ?; Luc counter: -2%

CCOC(=O)C1CCN(C(=O)CNS(=O)(=O)c2ccc(Br)s2)CC1
  SMN2 splice up: -21%; IMPase Li cell: 1%[38.3 µM]; Lamin A splicing: 7%; HTT ATP protect: 7%; CBFb RUNX1 block: 3%; HTT aggregate: 16%; Luc counter: -4%

(cont.)
SMILES	SMN2 splice up	IMPase Li cell	Lamin A splicing	HTT ATP protect	CBFb RUNX1 block	HTT aggregate	Luc counter
Cc1c([N+](=O)[O-])cc(C(=O)NCc2ccc(F)cc2)cc1[N+](=O)[O-]	-11%	0%	?	-30%	-8%	19%	0%
Cc1nc2ccc(C(=O)N3CCN(c4ccccn4)CC3)cc2s1	0%	29%[38.3 µM]	-1%	0%	-1%	2%	3%
O=C(COc1ccc(Cl)cc1Cl)N1CCCC1	1%	-11%[38.3 µM]	8%	-7%	-1%	?	-1%
CCN(CC)S(=O)(=O)c1cc(C(=O)Nc2ccccn2)ccc1C	22µM*	32%[38.3 µM]	-5%	-83%[inhibitor][0.074 µM]	4%	5%	-4%
CC(C)n1c(SCC(=O)Nc2ccccc2)nc2c1c(=O)n(C)c(=O)n2C	-11%	9%	-12%	17%[10 µM]	-3%	0%	-3%
Nc1ccc2oc(-c3cccs3)nc2c1	·	·	-9%	-38%	12%	-2%	·
COC(=O)[C@@]1(Cc2ccccc2)[C@H]2c3cc(C(=O)N4CCCC4)n(CC4CC4)c3C[C@H]2CN1C(=O)c1ccccc1	-12%	12%	·	26%	-5%	·	0%
CC(C)(C)NS(=O)(=O)c1cc(C(=O)O)ccc1Cl	3%	7%	-18%[46 µM]	1%	2%	-16%	2%
O=C(NCc1ccc(N2CCCC2=O)cc1)Nc1ccccc1	-12%	10%[38.3 µM]	11%	-14%[10 µM]	9%	-4%	0%
COc1cc(/C=C/C(=O)Nc2nnc(C(C)(C)C)s2)cc(OC)c1OC	18%	1%	-4%	-49%[inhibitor][10 µM]	-2%	30%	2%
CCCCn1c(N)c(NCC(C)C)c(=O)[nH]c1=O	9%	-9%	6%	19%[1.9 µM]	10%	2%	-1%
CCC(C(=O)N1CCN(c2ccccc2OC)CC1)c1ccccc1 (stereo not given)	-13%	13%	?	·	-7%	-9%	-1%
O=[N+]([O-])c1c(NCCO)cc(N2CCC3(CC2)OCCO3)c2nonc12	·	11%	7%	-23%[10 µM]	-3%	-6%	3%
CCOC(=O)N1CCN(C(=O)CSc2ccc3nnc(CCNC(=O)c4ccc(OC)cc4)n3n2)CC1	·	-2%	19%[9.22 µM]	9%	-3%	-2%	14%
Cn1c(=O)[nH]c(=O)c2c1nc(CN1CCN(c3cccc(Cl)c3)CC1)n2Cc1ccccc1Cl	16%	27%[38.3 µM]	?	4%[10 µM]	10%	-12%	4%
Cc1cnc(CNc2cc(-c3ccc4c(c3)OCO4)ncn2)cn1	·	10%	-6%	-87%[inhibitor]	·	·	·
CC(=O)OCC1=C(C(=O)O)N2C(=O)C(NC(=O)Cc3cccs3)C2SC1 (stereo not given)	9%	2%	·	-39%[inhibitor]	?	·	-2%
O=c1[nH][nH]c(C(F)(F)F)c1C=Nc1ccccc1	-1%	-3%[38.3 µM]	-1%	6%	2%	1%	-1%
Cc1nccc2[nH]c(=O)c(C(=O)NC3CCCCC3C)cc12 (stereo not given)	13µM*	11%[38.3 µM]	-4%	-13%	8%	-9%	5%
CCc1cccc(NC(=O)COc2ccccc2)c1	-34%[inhibitor]	26%[38.3 µM]	-6%	0%	7%	-6%	22%
CCCCC(=O)Nc1cc(OC)c(NC(=O)C2CCCCC2)cc1OC	-16%	16%[38.3 µM]	-1%	-8%	-2%	13%	-2%
O=c1nc(-c2ccccc2)c2cc(Cl)ccc2[nH]1	-10%	6%[38.3 µM]	5%	10%	3%	5%	-1%
N#CC(C#N)=C1c2cc(S(=O)(=O)NCCO)ccc2-c2ccc(S(=O)(=O)NCCO)cc21	·	·	·	2%[10 µM]	13%	-20%[9.22 µM]	·
COc1ccc(CNC(=O)CN(Cc2ccc(OC)cc2)C(=O)c2csnn2)cc1	·	6%	·	-21%[10 µM]	7%	4%[9.22 µM]	0%
Cc1ccc(CSC2=NCCN2C(=O)c2ccc([N+](=O)[O-])cc2)cc1	-35%[inhibitor]	7%	10%[46 µM]	2%	-7%	-17%	9%
Cc1ccc(NC(=O)C2CCN(S(=O)(=O)c3c(C)noc3/C=C/c3ccco3)CC2)nc1	-6%[1.84 µM]	16%	?	6%[10 µM]	?	-2%	1%
CC(C)(C)c1ccc(C(=O)NNC(=O)C(=O)N2CCCCC2)cc1	-9%	10%[38.3 µM]	6%[0.0737 µM]	12%	-2%	-6%	-2%
CC1(C)CC(=O)C2=C(C1)OC(N)=C(C#N)C21CCN(C(=O)OCc2ccccc2)CC1	19%	28%[38.3 µM]	9%	-18%	-2%	16%	1%
COc1cc(=O)[nH]c(=O)n1C(=O)Cc1ccccc1	5%	-8%[38.3 µM]	13%	-5%	3%	8%	-6%
CCc1c(C)nc2[nH]nc(-c3ccccc3C)n2c1=O	20%	21%[38.3 µM]	0%	-17%[10 µM]	14%	14%	-1%

Next part; it opens with the 5 that closed the last part.
SMILES	SMN2 splice up	IMPase Li cell	Lamin A splicing	HTT ATP protect	CBFb RUNX1 block	HTT aggregate	Luc counter
Cc1ccc(NC(=O)C2CCN(S(=O)(=O)c3c(C)noc3/C=C/c3ccco3)CC2)nc1	-6%[1.84 µM]	16%	?	6%[10 µM]	?	-2%	1%
CC(C)(C)c1ccc(C(=O)NNC(=O)C(=O)N2CCCCC2)cc1	-9%	10%[38.3 µM]	6%[0.0737 µM]	12%	-2%	-6%	-2%
CC1(C)CC(=O)C2=C(C1)OC(N)=C(C#N)C21CCN(C(=O)OCc2ccccc2)CC1	19%	28%[38.3 µM]	9%	-18%	-2%	16%	1%
COc1cc(=O)[nH]c(=O)n1C(=O)Cc1ccccc1	5%	-8%[38.3 µM]	13%	-5%	3%	8%	-6%
CCc1c(C)nc2[nH]nc(-c3ccccc3C)n2c1=O	20%	21%[38.3 µM]	0%	-17%[10 µM]	14%	14%	-1%
CCN(CC(=O)Nc1c(F)cccc1F)C(=O)CCc1ccc(OC)cc1	4%	4%	·	-15%	-8%	5%	2%
CC(=O)Nc1ccc(NC(=O)CSc2nnc(-c3ccco3)o2)cc1	6%	-3%	·	·	11%	19%	-2%
CNC(=O)c1cc2c(=O)n3cccc(C)c3nc2n(C(C)C)c1=N	·	-9%[38.3 µM]	6%	-1%	9%	-12%	7%
C=CCn1c(COc2ccccc2)nnc1SCC(=O)O	7%	26%[38.3 µM]	-4%	-11%[10 µM]	6%	14%	2%
O=C(Oc1ccccc1)N1CCC2(CC1)CN(c1ccccn1)C2	-27%	31%[activator]	·	-4%	·	·	1%
Cn1cc(CN(CCCN2CCOCC2)C(=S)Nc2cccc(Cl)c2)c2ccccc21	-32%[inhibitor]	0%	?	-51%[inhibitor][10 µM]	-16%	?	-2%
CCOC(=O)Cn1c(=N)n(CCOc2ccc(F)cc2)c2ccccc21	·	·	·	-12%[10 µM]	10%	10%[9.22 µM]	·
O=C(Nc1cccc([N+](=O)[O-])c1)N1CCN(c2ccccc2)CC1	-20%	-5%	·	16%	-1%	15%	4%
COc1cccc(C(=O)Nc2nc(C)cs2)c1	11µM*	0%[38.3 µM]	-4%	-50%[inhibitor]	6%	6%	-15%
C[C@H]1Cc2c(COc3ccccc3)nc3c(c2CO1)CN(C(=O)C1CC1)CC3	5%[9.22 µM]	11%	-2%[9.22 µM]	?	-4%[13.1 µM]	·	-3%[7.66 µM]
COc1ccc(F)cc1C(=O)C1CCCN(Cc2c(C)n(C)n(-c3ccccc3)c2=O)C1 (stereo not given)	·	28%	·	?	-2%	26%[9.22 µM]	-1%
